Bioassay records from PubChem.
mcGAS MS inh: inhibitors of Mus musculus cyclic GMP-AMP synthase, initial high-throughput assay, cell-free, RapidFire MS | Q8C6L5 | recombinant mouse cGAS, cGAMP by RapidFire MS | 130,000 compounds, 0.18% hits | inhibition, % at 12.5 µM | AID 1259397, 2018;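 active = inhibition of cGAS enzyme activity at or above 60%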;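 note: enzyme stimulated by 45 bp dsDNA with ATP and GTP substrates; cGAMP share of summed cGAMP plus half ATP and half GTP signals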
Target sequence (Q8C6L5 whole entry, looked up): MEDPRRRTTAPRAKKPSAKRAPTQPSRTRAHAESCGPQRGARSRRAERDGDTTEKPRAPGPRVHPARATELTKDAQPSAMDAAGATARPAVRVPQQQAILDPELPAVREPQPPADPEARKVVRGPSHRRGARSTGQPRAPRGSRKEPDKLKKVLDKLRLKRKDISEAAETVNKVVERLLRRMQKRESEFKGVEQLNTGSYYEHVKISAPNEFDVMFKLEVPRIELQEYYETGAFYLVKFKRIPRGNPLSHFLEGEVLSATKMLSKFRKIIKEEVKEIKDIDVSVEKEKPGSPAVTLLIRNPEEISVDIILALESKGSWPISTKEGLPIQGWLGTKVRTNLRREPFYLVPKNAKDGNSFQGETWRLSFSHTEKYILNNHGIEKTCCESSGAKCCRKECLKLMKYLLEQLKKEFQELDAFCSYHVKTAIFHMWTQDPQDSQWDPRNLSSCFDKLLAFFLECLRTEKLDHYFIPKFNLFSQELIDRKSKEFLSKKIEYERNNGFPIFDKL
Starred values were filed as active, the others as inactive; & = joins results of further samples.

What do the screens show for `Fc1ccc(OCc2nc(-c3ccc(-n4cccc4)cc3)no2)c(F)c1`?
mcGAS MS inh: -18.8

Results for Cc1ccc(C)c(OCCn2nc(C)c(C)c(C#N)c2=O)c1 ?
mcGAS MS inh: -7.3

Results for O=C(O)c1cccc(NCN2C(=O)c3cccc([N+](=O)[O-])c3C2=O)c1 ?
mcGAS MS inh: -1.1

How did O=C(Nc1sc2c(c1C(=O)NCC1CCCO1)CCCC2)c1cccs1 (configuration not stated) do in these assays?
mcGAS MS inh: -20.8

What do the screens show for `CC(=O)Nc1ccc(SCc2ccc(F)cc2)nn1`?
mcGAS MS inh: 8.5

What do the screens show for `Cc1nc2sc3c(N4CCC(C)CC4)ncnc3c2c2c1COC(C)(C)C2`?
mcGAS MS inh: 0.7

How did Cn1c(=O)[nH]c(=O)c2c1nc(SCC(=O)OCc1ccccc1)n2Cc1ccccc1Cl do in these assays?
mcGAS MS inh: -3.4

Results for Clc1ccccc1CSc1nncn1NC/C=C/c1ccccc1 ?
mcGAS MS inh: -5.8

Results for CC(NC(=O)CN1CCCC(C(=O)N2CCOCC2)C1)c1ccc2c(c1)CCCC2 (configuration not stated) ?
mcGAS MS inh: -7.9

What do the screens show for `Nc1cc(=O)[nH]c2nnc(SCc3nnnn3-c3ccccc3)n12`?
mcGAS MS inh: -6.9

Results for Cc1nn(-c2ccc(Cl)nn2)c2c1C(c1ccccc1F)CC(=O)N2 (configuration not stated) ?
mcGAS MS inh: 0.6

Results for CC(=O)Nc1ccc(NC(=O)Cn2nc(-c3ccc(Br)cc3)ccc2=O)cc1 ?
mcGAS MS inh: -10.7

How did FC(F)Oc1ccc(-c2csc(=Nc3cccnc3)n2CC2CCCO2)cc1 (configuration not stated) do in these assays?
mcGAS MS inh: 20.2

Results for COc1cccc(CN2CCC2(C)C(=O)NCCNC(C)=O)c1F (configuration not stated) ?
mcGAS MS inh: -10.2

Results for Cc1cccc(COCC2CN(C(=O)c3ccccc3C#N)CCO2)c1 (configuration not stated) ?
mcGAS MS inh: -4.9

What do the screens show for `CSc1ccccc1C(=O)NC1CC(=O)N(Cc2cccc(F)c2)C1` (configuration not stated)?
mcGAS MS inh: -12.3

How did FC(F)Sc1ccc(NC(=S)NCCCn2ccnc2)cc1 do in these assays?
mcGAS MS inh: -4.4

How did Cc1ccc(C)c(Cn2c(=O)c3c(nc4n(CCCN(C)C)c(C)cn34)n(C)c2=O)c1 do in these assays?
mcGAS MS inh: -9.0

What do the screens show for `CC(C)c1noc(C2CCCN2Cc2ncccc2C(=O)O)n1` (configuration not stated)?
mcGAS MS inh: -13.1

Results for CCOc1ccc(N=c2scc(-c3ccc4c(c3)NC(=O)CO4)n2C2CCCC2)cc1 ?
mcGAS MS inh: -18.4

Results for COc1ccc(NS(=O)(=O)c2ccc(F)cc2)c(C)n1 ?
mcGAS MS inh: -3.5

How did CCc1ccc(CN2CCOC(CCNC(C)=O)C2)nc1 (configuration not stated) do in these assays?
mcGAS MS inh: -31.6

What do the screens show for `CCC(C=NNC(=O)CCCCC(=O)NN=CC(CC)CC)CC`?
mcGAS MS inh: -7.3

How did CSc1nsc(NC(=O)Nc2ccccc2C)n1 do in these assays?
mcGAS MS inh: 2.9

What do the screens show for `CN(CCCNC(=O)c1ccc2ccccc2n1)c1ccccc1`?
mcGAS MS inh: -1.2

Results for Cc1ncc(CN(C)CC2Cc3ccccc3CN2C)[nH]1 (configuration not stated) ?
mcGAS MS inh: -4.1

Results for Cc1cccc(CC(=O)NCc2cn(C)nc2C)c1 ?
mcGAS MS inh: -7.5

How did CC(=O)c1c(C)[nH]c(-c2csc(Cc3nnc4n3CCCCC4)n2)c1C do in these assays?
mcGAS MS inh: -10.6

Results for Cc1nc(C(=O)N(Cc2ccc(F)cc2)CC2CCCO2)cs1 (configuration not stated) ?
mcGAS MS inh: -15.6

What do the screens show for `OC[C@H]1CCN(C2CCN(c3ccc4c(c3)OCO4)CC2)C[C@@H]1O`?
mcGAS MS inh: -5.6

How did CCC(C)(N)COc1ncccc1Cl (configuration not stated) do in these assays?
mcGAS MS inh: -18.0

What do the screens show for `Cc1[nH]n2c(=O)c3c(nc2c1-c1cccc2ccccc12)CCCC3`?
mcGAS MS inh: 1.1

What do the screens show for `C[C@@H](CN1CCC(Cc2ccccc2)CC1)[C@@H](O)c1ccc(O)cc1`?
mcGAS MS inh: -8.1

Results for Cc1ccc(Cn2c(CN3CCCC(C)C3)nc3c2c(=O)n(C)c(=O)n3C)cc1 (configuration not stated) ?
mcGAS MS inh: 0.8

Results for CC(C)CC1CCN(Cc2cn[nH]c2C(=O)O)C1 (configuration not stated) ?
mcGAS MS inh: -1.1

Results for CC1(C(=O)NS(=O)(=O)c2ccc(C#N)cc2)CCN1C(=O)C1CCCCC1 (configuration not stated) ?
mcGAS MS inh: -4.6

Results for CN(C(=O)c1cccs1)c1ccccc1-c1n[nH]c(Cc2ccccc2)n1 ?
mcGAS MS inh: -15.0

What do the screens show for `CCOC(=O)N1CCN(C(=O)c2ccccc2SCc2ccsc2)CC1`?
mcGAS MS inh: -1.7

What do the screens show for `CCc1ccc(CN2CCC(Oc3cc(C(=O)NC4CC4)ccc3OC)CC2)cc1`?
mcGAS MS inh: -7.0

Results for OCCC1CN(Cc2ccc3c(c2)OCCO3)CCN1Cc1cccs1 (configuration not stated) ?
mcGAS MS inh: -4.2

What do the screens show for `COc1cc(-c2ccc(F)c(CO)c2)nc(OC)n1`?
mcGAS MS inh: -12.9

What do the screens show for `COc1ccc(-c2cc(C(=O)NC3CCCCCCC3)c3ccccc3n2)cc1OC`?
mcGAS MS inh: 15.5

Results for CC(=O)N1CCc2cc(NC(=O)CN(CCC(N)=O)Cc3ccccc3)ccc21 ?
mcGAS MS inh: -7.0

What do the screens show for `Cc1cc(NC2CCCCNC2=O)n2c(nc3ccccc32)c1C#N` (configuration not stated)?
mcGAS MS inh: 0.8

Results for CN(Cc1cccnc1)C(=O)c1cc(COc2ccc3c(c2)CCCC3)on1 ?
mcGAS MS inh: -5.9

What do the screens show for `CCC1CN(C(=O)NCCCCOC)CCS1` (configuration not stated)?
mcGAS MS inh: -7.7

How did COc1ccc(NC(=O)c2nn(-c3ccccc3C)c(=O)cc2OC)cc1 do in these assays?
mcGAS MS inh: -29.0

What do the screens show for `COc1cccc(C2c3c(oc4cc(C)c(C)cc4c3=O)C(=O)N2c2cc(C)on2)c1` (configuration not stated)?
mcGAS MS inh: -13.6

What do the screens show for `Oc1ccc(N2CCN(C(=S)NCCN3CCOCC3)CC2)cc1`?
mcGAS MS inh: -4.2

Results for CC1(C)CC(=O)CC(=NNC(=O)C2CCN(S(=O)(=O)c3cccs3)CC2)C1 ?
mcGAS MS inh: -11.0

Structures from the list above that have two or more sulfur atoms, in the order listed:
How did O=C(Nc1sc2c(c1C(=O)NCC1CCCO1)CCCC2)c1cccs1 (configuration not stated) do in these assays?
mcGAS MS inh: -20.8

How did FC(F)Sc1ccc(NC(=S)NCCCn2ccnc2)cc1 do in these assays?
mcGAS MS inh: -4.4

How did CSc1nsc(NC(=O)Nc2ccccc2C)n1 do in these assays?
mcGAS MS inh: 2.9

What do the screens show for `CCOC(=O)N1CCN(C(=O)c2ccccc2SCc2ccsc2)CC1`?
mcGAS MS inh: -1.7

Results for CC1(C)CC(=O)CC(=NNC(=O)C2CCN(S(=O)(=O)c3cccs3)CC2)C1 ?
mcGAS MS inh: -11.0

Going on with the list.
What do the screens show for `Cc1cnc(CNC(=O)CC(c2ccccc2)c2ccc3c(c2)OCO3)cn1` (configuration not stated)?
mcGAS MS inh: 3.1

Results for COc1ccc(Nc2nc(NCCCn3ccnc3)nc3[nH]ncc23)cc1 ?
mcGAS MS inh: -5.6

How did CCOc1cc(C#N)ccc1OCC(=O)N1CCC(C(N)=O)CC1 do in these assays?
mcGAS MS inh: -4.0

What do the screens show for `Cc1cc(C)c2cc(C(=O)OC(C)C(=O)N3CCCCCC3)[nH]c2c1` (configuration not stated)?
mcGAS MS inh: 3.1

What do the screens show for `Cn1ccn2ncc(C(=O)NCCC(=O)Nc3nccs3)c12`?
mcGAS MS inh: -12.5

Results for C=CCn1ncc(CO)c1C ?
mcGAS MS inh: -14.3

How did COc1cc(-n2cnnn2)c(Cl)cc1C(=O)NCCC1CCCO1 (configuration not stated) do in these assays?
mcGAS MS inh: -10.9

What do the screens show for `O=C(CC12CC3CC(CC(C3)C1)C2)NN=C1CCCC1`?
mcGAS MS inh: -8.3

Results for CCN(CCN1CCOCC1)C(=O)c1cc2ccccc2o1 ?
mcGAS MS inh: -6.9

How did CC(=O)c1c(C)[nH]c(C(=O)C(C#N)=Cc2ccc(Br)s2)c1C do in these assays?
mcGAS MS inh: -5.7

How did O=C1COc2cc(NCc3ccccc3C(F)(F)F)c(Cl)cc2N1 do in these assays?
mcGAS MS inh: -28.5

What do the screens show for `COCCOC(=O)C1=C(C)NC(=S)NC1c1cccs1` (configuration not stated)?
mcGAS MS inh: -5.0

Results for CCNC(=O)C1CCCN(c2nc3c(-c4ccc(C)cc4)csc3c(=O)[nH]2)C1 (configuration not stated) ?
mcGAS MS inh: -2.2

How did C=CCN(Cc1ccc(S(C)(=O)=O)cc1)Cc1ccccc1C do in these assays?
mcGAS MS inh: -10.4

What do the screens show for `CC(C)(C)n1ncc2c(=O)n(NC(=O)COc3ccc(Cl)cc3Cl)cnc21`?
mcGAS MS inh: -4.6

Results for Cc1nnc(SCCCn2c(N3CCCC3)nc3c2c(=O)[nH]c(=O)n3C)s1 ?
mcGAS MS inh: -6.4

Results for Cc1nonc1C(=O)N(CCN1CCCCC1)CC1CCCN(C2CCCC2)C1 (configuration not stated) ?
mcGAS MS inh: -7.0&-6.5

Results for Cc1cccnc1C1=NOC(Cc2ccccc2)C(=O)N1Cc1ccc(F)cc1 (configuration not stated) ?
mcGAS MS inh: -5.2

How did O=C(CCS(=O)(=O)c1ccccc1)OCc1cc(-c2cc3ccccc3o2)on1 do in these assays?
mcGAS MS inh: 1.5

Results for CC(C(=O)N(C)C)N(C)Cc1cccn1S(=O)(=O)c1ccccc1 (configuration not stated) ?
mcGAS MS inh: -15.1

What do the screens show for `COc1ccc(CN(C)C(=O)c2cc3n(n2)CCN(C)C3)c2cccnc12`?
mcGAS MS inh: -25.4

What do the screens show for `CC(CC#N)N(C)C(=O)Nc1cccc2cccnc12` (configuration not stated)?
mcGAS MS inh: -2.1

How did Cc1cc(C)n(C2CCN(Cc3ccc(-c4ccn[nH]4)o3)C2)n1 (configuration not stated) do in these assays?
mcGAS MS inh: 13.9

What do the screens show for `NC(=O)C1CCN(C(=O)c2cc(=O)c(OCc3ccc(F)cc3)co2)CC1`?
mcGAS MS inh: -7.3

Results for O=C(Cc1csc(N2CCCC2=O)n1)NC1(c2ccc(Cl)cc2)CCOCC1 ?
mcGAS MS inh: -1.7

What do the screens show for `Cc1n[nH]c2ncc(C(=O)O)c(=O)n12`?
mcGAS MS inh: 1.7

Results for CC(=O)Nc1ccc(CNC(=O)c2cccc(C)c2)cc1 ?
mcGAS MS inh: -2.5

Results for O=C(Nc1ccc(F)cc1F)N1CCCCC1CN1CCOCC1 (configuration not stated) ?
mcGAS MS inh: -4.6

What do the screens show for `O=C(CCl)N1CCN(S(=O)(=O)c2ccc(F)cc2)CC1`?
mcGAS MS inh: 4.0

Results for O=C(CC1C(=O)NCCN1Cc1ccccc1)NCCn1nc(-c2ccccc2)ccc1=O (configuration not stated) ?
mcGAS MS inh: -10.7

Reprinted from the part before: five entries, then new ones.
What do the screens show for `Cc1n[nH]c2ncc(C(=O)O)c(=O)n12`?
mcGAS MS inh: 1.7

Results for CC(=O)Nc1ccc(CNC(=O)c2cccc(C)c2)cc1 ?
mcGAS MS inh: -2.5

Results for O=C(Nc1ccc(F)cc1F)N1CCCCC1CN1CCOCC1 (configuration not stated) ?
mcGAS MS inh: -4.6

What do the screens show for `O=C(CCl)N1CCN(S(=O)(=O)c2ccc(F)cc2)CC1`?
mcGAS MS inh: 4.0

Results for O=C(CC1C(=O)NCCN1Cc1ccccc1)NCCn1nc(-c2ccccc2)ccc1=O (configuration not stated) ?
mcGAS MS inh: -10.7

What do the screens show for `CC(=O)C1=C(c2ccccc2)N(C(C)=O)n2c(nnc2C2CCCCC2)S1`?
mcGAS MS inh: -2.6

What do the screens show for `CC(C)(C)c1ccc(-c2n[nH]c(=S)o2)cc1`?
mcGAS MS inh: 23.3

Results for COc1cccc(COC(=O)c2ccccc2N(C)C(=O)C2CC2)c1 ?
mcGAS MS inh: -12.1

Results for CN1N=C(C(=O)NCc2ccc3c(c2)CCCN3C)CCC1=O ?
mcGAS MS inh: -4.1

How did Cc1cccc(CS(=O)(=O)NCCn2ccnc2C)c1 do in these assays?
mcGAS MS inh: -4.3

What do the screens show for `O[C@@H]1C[C@H]2CN(Cc3ccc(SC4CCCCC4)o3)C[C@H]2C[C@@H]1O`?
mcGAS MS inh: -24.8

Results for CS(=O)(=O)c1ccc(N2CCCC2)c([N+](=O)[O-])c1 ?
mcGAS MS inh: -10.7

Results for O=C(Nc1cccc(Cl)c1)N(CCCN1CCOCC1)Cc1cccc2ccccc12 ?
mcGAS MS inh: -5.0

Results for Cc1nc(C(=O)OC2CCOC2=O)nn1-c1ccc(F)cc1 (configuration not stated) ?
mcGAS MS inh: 1.8

What do the screens show for `O=C(CSc1ncnc2sc3c(c12)CCC3)NCCN1C(=O)CSC1=O`?
mcGAS MS inh: -2.9

How did O/N=C1/CCCc2nnc3c(c21)CCCC3 do in these assays?
mcGAS MS inh: -23.5

How did O=C(c1cc(-c2cccs2)nc2ccccc12)N1CCN(Cc2ccncc2)CC1 do in these assays?
mcGAS MS inh: -2.6

What do the screens show for `Cc1cccc(OCC(O)CN2C(=O)NC(C)(c3ccc(C(C)C)cc3)C2=O)c1` (configuration not stated)?
mcGAS MS inh: -9.6

Results for O=C1OC2(CCCC2)OC(=O)C1C(c1ccccc1)C1C(=O)OC2(CCCC2)OC1=O (configuration not stated) ?
mcGAS MS inh: 7.5

Results for N#Cc1cccnc1NCc1ccc(N2CCCC2)nc1 ?
mcGAS MS inh: -8.4

Results for COc1ccc(-c2nnc3ccc(OCCNC(=O)c4cccs4)nn23)cc1OC ?
mcGAS MS inh: 1.8

Results for COC(=O)c1cc(C2CC2)nc2c1c(-c1ccc(Cl)cc1)nn2C1CCS(=O)(=O)C1 (configuration not stated) ?
mcGAS MS inh: -5.9

Only part of the results is shown; rates above refer to the full screens.
